Cav3 T inh = Cav3.2 calcium influx blockers – cell-based, Fluo-4 calcium fluorescence, FDSS, MLSMR library, primary screen; Cav3.2-expressing cells; hits give low values; Voltage-dependent T-type calcium channel subunit alpha-1H (Homo sapiens), O95180; B-score at 10 µM; 100,000 tested, 4% active;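 active = single-dose well whose peak fluorescence ratio is a statistical outlier from its plate by either plate-standardised score or position-corrected B-score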
Numbers without * were called inactive. The list is partial; the hit share may differ from the screen's.

SMILES	Cav3 T inh
O=C(CNCC1CCCO1)N1CCCc2ccccc21 (stereo unspecified)	0.719
O=C(CSc1n[nH]c(-c2cccs2)n1)NCc1ccc2c(c1)OCO2	1.58
CCN(CC(O)Cn1c2ccccc2c2ccccc21)S(=O)(=O)c1ccc(C)cc1 (stereo unspecified)	-4.23
COc1ccc(-c2csc(NC(CO)c3nc4ccccc4n3Cc3ccc(C)cc3)n2)cc1 (stereo unspecified)	-0.537
COc1nc(NCCN2CCOCC2)nc(Nc2ccccc2)n1	-0.015
Cc1nc(C)c(C(=O)C2=C(O)C(=O)N(CCCn3ccnc3)C2c2ccccc2)s1 (stereo unspecified)	-0.0859
CC(=O)Oc1ccc2oc(C)c(C(=O)N3CCOCC3)c2c1	0.471
COc1ccc2nc(NC3=NCCC3)sc2c1	-0.0466
Cc1ccc(NC(=O)CSc2nc3c(c(=O)[nH]2)CCC3)cc1C	0.464
CCn1c2ccccc2c2cc(NC(=O)C(C)Oc3ccc(OC)cc3)ccc21 (stereo unspecified)	-1.43
COc1ccc(C(c2nnnn2C2CCCC2)N2CCN(C3CCCC3)CC2)cc1OC (stereo unspecified)	-0.171
Cc1ccc(C(=O)n2nc(-c3ccco3)nc2N)cc1	0.025

Sorted by count of non-hydrogen atoms (high to low): 6 of the compounds above
SMILES	Cav3 T inh
Cc1nc(C)c(C(=O)C2=C(O)C(=O)N(CCCn3ccnc3)C2c2ccccc2)s1 (stereo unspecified)	-0.0859
CCn1c2ccccc2c2cc(NC(=O)C(C)Oc3ccc(OC)cc3)ccc21 (stereo unspecified)	-1.43
COc1nc(NCCN2CCOCC2)nc(Nc2ccccc2)n1	-0.015
Cc1ccc(NC(=O)CSc2nc3c(c(=O)[nH]2)CCC3)cc1C	0.464
O=C(CNCC1CCCO1)N1CCCc2ccccc21 (stereo unspecified)	0.719
COc1ccc2nc(NC3=NCCC3)sc2c1	-0.0466

The results go on.
SMILES	Cav3 T inh
Cc1oc(-c2ccccc2)cc1C(N)=O	0.772
Cc1n[nH]c(C)c1S(=O)(=O)NCCc1ccc(Cl)cc1	-0.157
CCOC(=O)CSc1nc(N)c(C(=O)Nc2ccc(N(C)C)cc2)s1	1.26
O=S(=O)(c1ccc(Cl)cc1)n1ccc(-c2cccc(OCc3c(F)cccc3Cl)c2)n1	-1.62
CCCCNc1ncnc2c1cnn2-c1ccc(Cl)cc1	-1.17
COC(=O)C(C)Sc1nc2c(c(=O)n1-c1ccccc1)SCC2 (stereo unspecified)	1.44
O=C(Nc1ccc2nc(-c3cccs3)c(-c3cccs3)nc2c1)N1CCOCC1	-2.72
CCC(=O)Nc1ccc(N2CCN(Cc3ccccc3)CC2)cc1	0.415
COc1ccc(-c2nn(-c3ccccc3)cc2C(=O)Nc2nc(CC(C)=O)ns2)cc1	-1.15
COc1ccc(C(=O)Nc2nc(-c3ccc([N+](=O)[O-])cc3)c(-c3ccccc3)s2)cc1	0.438
COc1ccc(N(CC(=O)NCc2cccc(OC)c2)S(=O)(=O)c2c(C)noc2C)cc1	-2.91
Cc1cc(C)c(C(=O)COC(=O)[C@H](C)Nc2ccc(C(F)(F)F)cc2[N+](=O)[O-])c(C)c1	-4.37*

Four of the entries above in order of the Cav3 T inh value, falling:
SMILES	Cav3 T inh
COC(=O)C(C)Sc1nc2c(c(=O)n1-c1ccccc1)SCC2 (stereo unspecified)	1.44
Cc1n[nH]c(C)c1S(=O)(=O)NCCc1ccc(Cl)cc1	-0.157
COc1ccc(C(c2nnnn2C2CCCC2)N2CCN(C3CCCC3)CC2)cc1OC (stereo unspecified)	-0.171
O=S(=O)(c1ccc(Cl)cc1)n1ccc(-c2cccc(OCc3c(F)cccc3Cl)c2)n1	-1.62

Next section:
SMILES	Cav3 T inh
CCCCc1[nH]c(=O)c(C#N)c2c1CSC(C)(C)C2	1.57
O=C(COC(=O)c1cc(S(=O)(=O)N2CCOCC2)ccc1Cl)Nc1ccc2c(c1)OCO2	0.081
CCn1cc(C2=NOC(C(=O)Nc3ccccc3C(=O)OC)C2)c(C)n1 (stereo unspecified)	0.256
CCCc1nc2ccccc2c(C(=O)OCC(=O)c2ccc3c(c2)NC(=O)CO3)c1CC	0.00356
COc1ccc(OC)c2c1CC(C)(C)NC2=O	-0.00396
CN(C)c1ccc(N/C=C/C(=O)c2ccco2)cc1	-0.0283
CCCCNC(=O)c1ccc2c(=O)n(CCCOCC)c(=S)[nH]c2c1	0.126
N#CCc1nc2n(n1)Cc1ccccc1-2	0.842
O=C(Nc1nccs1)c1ccc(COc2ccc(F)cc2)o1	-1.2
O=C(COc1nsnc1N1CCOCC1)N1CCOCC1	0.108
O=C1CN(c2ccc(Cl)cc2)C(=O)CN1NC(=S)Nc1ccc(Cl)cc1	0.243
COc1ccc(C)cc1C(=O)CCC(=O)Nc1ccccc1N1CCOCC1	-0.236
CC(=O)c1nc2ccccc2n1S(=O)(=O)c1ccc(C)cc1	-0.412
COc1ccc(C)cc1Nc1cc(C)nc2nc(C)nn12	-0.111
N#Cc1cc2c(nc1SCC1COc3ccccc3O1)CCC2 (stereo unspecified)	-6.24*
O=C(O)CSCNC(=O)C12CC3CC(CC(C3)C1)C2	-0.0397
O=C(COc1ccccc1)Nc1cccc2c1CCCC2	-2.68
Brc1ccccc1-c1nnc2sc(Cc3ccccc3)nn12	-1.97
CC(NC(=O)OCc1ccccc1)C(=O)NCC1CCCO1 (stereo unspecified)	0.349
CC(=O)c1ccc(C(=O)Nc2nnc(-c3ccc(Cl)cc3)o2)cc1	-3.81
Nc1nc(SCc2nnc(SCC(=O)O)n2-c2ccccc2)nc2sc3c(c12)CCCC3	0.532
COc1ccccc1CNC(=O)c1cn(C)c(=O)c2cc(OC)c(OC)cc12	1.17
O=C(Nc1sc2c(c1-c1nc3ccccc3[nH]1)CCCC2)C1CC1	-0.409
CCOC(=O)C1CCN(c2c(NCc3ccc(C(=O)NC4CCCC4)cc3)c(=O)c2=O)CC1	-0.0106
Cc1ccccc1NC(=O)c1ccc(-c2ccc(Cl)cc2Cl)o1	-7.49*
S=C(Nc1ccc(Cl)cc1)NC1CC2CCCC(C1)N2C1CCCC1 (stereo unspecified)	-3.07
COc1ccccc1NC(=O)c1cc2ccccc2o1	-0.861
O=C(Nc1ccccc1)C1CC(=O)n2ncnc2N1 (stereo unspecified)	0.00558
Cc1nc2c(-c3ccc(F)cc3)c(C)nn2c(C)c1CCC(=O)N1CCN(c2ccccn2)CC1	-0.16
COc1ccc(-c2nc3n(n2)C(c2ccccc2)C2=C(CCCC2=O)N3)cc1OC (stereo unspecified)	0.543
CCOC(=O)N1CCN(C(=O)C(c2ccccc2)c2ccccc2)CC1	-3.8
Cc1onc(-c2c(F)cccc2Cl)c1C(=O)Nc1ccc(S(=O)(=O)Nc2ncccn2)cc1	-0.132
O=c1oc(-c2ccccc2NS(=O)(=O)c2ccccc2)nc2ccccc12	1.02
COc1cccc(N2C(=O)C(O)=C(C(C)=O)C2c2ccc(OC)c(OC)c2)c1 (stereo unspecified)	0.297
Cc1ccccc1OCCCC(=O)Nc1ccc2c(c1)OCO2	-1.55
CC(=O)n1cc(C(C[N+](=O)[O-])SCCN)c2ccccc21 (stereo unspecified)	-3.78*

Quoted at random: 5 entries already listed, in no set order.
SMILES	Cav3 T inh
COc1ccc(-c2nc3n(n2)C(c2ccccc2)C2=C(CCCC2=O)N3)cc1OC (stereo unspecified)	0.543
O=c1oc(-c2ccccc2NS(=O)(=O)c2ccccc2)nc2ccccc12	1.02
COc1ccccc1NC(=O)c1cc2ccccc2o1	-0.861
CC(=O)n1cc(C(C[N+](=O)[O-])SCCN)c2ccccc21 (stereo unspecified)	-3.78*
COc1cccc(N2C(=O)C(O)=C(C(C)=O)C2c2ccc(OC)c(OC)c2)c1 (stereo unspecified)	0.297

Later entries.
SMILES	Cav3 T inh
Cc1ccc2nc(-c3ccc(SCC(=O)O)nc3)[nH]c2c1	0.122
COC(=O)C1=C(Nc2ccc(C)cc2)C=C(C)C(C(=O)OC)C1c1ccc(OC)cc1 (stereo unspecified)	-4.11*
CC(C)CCNC(=O)C1C2C=CC3(CN(Cc4ccccc4Cl)C(=O)C13)O2 (stereo unspecified)	-0.675
COc1cccc(N=Nc2c(=O)[nH]n3c(=O)cc(C)[nH]c23)c1	0.945
c1ccc(CSc2nnc([C@@H]3CCCN3)o2)cc1	0.621
COc1cc(C(=O)OCC(=O)c2cc(C)n(C)c2C)cc(OC)c1OC	1.68
COc1cccc(OC)c1C(=O)Nc1ccc(CN2CCOCC2)cc1	-0.697
CCC(C)[C@H](NC(=O)NC1CCCc2ccccc21)C(=O)O (stereo partly specified)	0.755
COc1ccc(C)cc1NC(=O)CCN1CCCC1	0.0784
COc1ccccc1N1CCN(C(=O)CSc2nnc(NC(=O)C3CC3)s2)CC1	1.39
O=C(O)C1CCN(C(=O)c2ccccc2Cl)CC1	0.202
C=CCOc1ccc(C2c3c(oc4ccccc4c3=O)C(=O)N2CCCN2CCOCC2)cc1 (stereo unspecified)	1.19
O=C(c1cc(-c2ccc(Cl)cc2Cl)on1)N1CCN(C(=O)c2ccco2)CC1	-0.959
CC(C)(C)c1cc(NC(=O)c2cc(F)c(F)c(F)c2F)no1	0.275
O=C(NCCOC(=O)c1ccc(Cl)c(S(=O)(=O)N2CCCCC2)c1)c1ccncc1	0.128
O=C(NCc1ccccc1)c1c[nH]c2cc3c(cc2c1=O)OCCO3	0.455
COc1cc(OC)cc(C(=O)Nc2cc(NC(=O)c3ccco3)ccc2OC)c1	-0.092
CCOc1ccc(NC(=S)N(Cc2ccc(Cl)cc2)Cc2ccco2)cc1	-2.92
CCOc1cc2[nH]c(=S)n(CCCC(=O)NCc3ccco3)c(=O)c2cc1OCC	0.44
CN1Cc2c(N)cccc2C(c2ccccc2)C1 (stereo unspecified)	-0.582
O=C(Nc1cccc(N2CCCC2)c1)c1cccs1	0.41
CCN(CC)C1=CC(=O)OC12CCCCC2	0.757
Cc1ccc(-c2nn3c(-c4ccco4)nnc3c3ccccc23)cc1S(=O)(=O)NCC1CCCO1 (stereo unspecified)	2.13
CCS(=O)(=O)Nc1cccc(-c2nc3cccnc3s2)c1C	-2.14
Cc1c(C(=O)N2CCCC2)nnn1-c1nonc1N	0.0613
CCCN1CCN(CCCNC(=O)CN2C(=O)COc3ccccc32)CC1	0.0516
CC(=O)Nc1ccc(S(=O)(=O)N2CCC(n3cnc4cc(F)ccc43)CC2)cc1	0.797
Cc1ccc(CNC(=O)c2ccc(Br)o2)cc1	0.0231
Cn1c(-c2ccc(Br)o2)nc2cc(Br)ccc21	-0.558
COc1ccc(C(C(O)C(=O)c2c[nH]c3ccccc23)N2CCN(c3ccccc3)CC2)cc1 (stereo unspecified)	-6.38*
COc1ccc(CNC(=O)c2csnn2)cc1	1.09
COC(=O)[C@@H]1C[C@@]2(O)[C@@H](O)[C@@H](O)[C@@H](O)C[C@H]2N1C/C=C/c1ccccc1	1.46
CSc1ncccc1C(=O)OCn1nnc2ccccc2c1=O	-0.0204
Cn1c(Cl)c(/C=N/OC(=O)c2ccccc2Cl)c2ccccc21	-3.98
CCOC(=O)c1ccc(N2C(=O)CC(N3CCC(O)(c4ccc(Cl)cc4)CC3)C2=O)cc1 (stereo unspecified)	0.0569
CC(=O)NC(Cc1ccc(C)cc1)C(=O)NC1CCN(C(=O)c2cnccn2)CC1 (stereo unspecified)	-0.633
CCCCC(=O)Nc1cc(NC(=O)CCCC)cc(C(=O)O)c1	0.263
CCc1nnc(NC(=O)CSc2nnc3scc(-c4ccc(C)cc4)n23)s1	1.28
CCOC(=O)Cc1cc(=O)n2[nH]c(C)c(C#N)c2n1	0.0445
Cc1nc(CSc2ccc(Cl)cc2)cc(NCc2ccccc2)n1	-8.31*
CCOc1ccc2nc3ccc4[nH]onc4c3c2c1	0.127
O=C(NCc1ccc2c(c1)OCO2)C1CCN(C(=O)Nc2ccc(Cl)cc2)CC1	-0.0436
COC(=O)CCC(=O)Nc1cccc2ccccc12	0.437
COC(=O)Cc1[nH]nc2c1C1(C(=O)N(Cc3ccccc3)c3ccccc31)C(C#N)=C(N)O2 (stereo unspecified)	0.501
COc1ccc(C2N(c3ccc(F)cc3)C(=O)C3CCCN32)cc1 (stereo unspecified)	-0.086
COCc1nnc(NS(=O)(=O)c2ccc(C)cc2)s1	0.845
CN(C)c1ccc(CN(C)C2CCCCC2)cc1	0.135
COc1ccc(S(=O)(=O)N2CCCC(C(=O)N3CCCCCC3)C2)cc1 (stereo unspecified)	0.529
CC(OC(=O)C1=Cc2ccccc2OC1)C(=O)NC1CCCC1 (stereo unspecified)	0.932
CCOc1ccc(NC(=O)N2CCC(NC(=O)C(Cc3ccc(OC)c(OC)c3)NC(C)=O)CC2)cc1 (stereo unspecified)	0.447
N#Cc1c(-c2ccc(F)cc2)noc1N	-0.559
Cc1ccc(Cn2c(-n3nc(C)cc3C)nc3c2c(=O)[nH]c(=O)n3C)cc1	-0.217
CCN1C(=O)CC(C(=O)NC)SC1=Nc1cc(Cl)c(O)c(Cl)c1 (stereo unspecified)	0.868
CCOc1ccccc1NS(=O)(=O)N(C)C	0.496
CCCOc1ccc(N2C(=O)C3ON(c4ccccc4)C(CCC)C3C2=O)cc1 (stereo unspecified)	-0.582
CCCn1c(C)cc(=O)c2cc(NC(=O)c3ccccn3)ccc21	0.384
CCN(CC)c1nc(C#N)cc(-c2ccc(OC)cc2)n1	0.00915
Cc1ccn2c(NC3CCCCC3)c(C)nc2c1	-1.19
Cc1cc(Nc2ccc3ccccc3c2)n2ncnc2n1	-0.28
O=C(Nc1cccc2c1C(=O)NC2=O)c1ccc(S(=O)(=O)N2CCCC2)cc1	-1.15

Following part.
SMILES	Cav3 T inh
Cc1cccc(N2CCc3c2nc2ccc(Br)cc2c3N)c1	0.00122
C=CCn1c(SCC(=O)Nc2sccc2C#N)nc2sc(C)c(C)c2c1=O	0.103
COc1ccc(-c2c(C#N)c(C)nc3c2C(=O)c2ccccc2-3)cc1	-0.108
O=c1[nH]c(SCc2ccccc2Cl)nc2c1CCCC2	-1.46
O=c1ccn(-c2cccc(C(F)(F)F)c2)nc1-c1ccn(-c2ccccc2F)n1	-7.96*
CCN(CC)C(=O)Cn1cnc2c1c(=O)n(C)c(=O)n2C	0.229
COc1ccc(C(=O)N/N=C/c2cc3ccccc3[nH]c2=S)cc1	0.0599
CC1CCCCN1C(=O)CSc1nnc(CSc2ncccn2)n1C (stereo unspecified)	-0.283
CCOC(=O)c1sc2ncn(C(C)C(=O)OC)c(=O)c2c1C (stereo unspecified)	2.22
O=C(c1ccccc1)c1ccc(OCC(O)CN2CCN(S(=O)(=O)N3CCCCC3)CC2)cc1 (stereo unspecified)	-1.89
